M. tuberculosis GlmU: inhibition of mycobacterial GlmU enzyme – biochemical, glucosamine-1-phosphate acetyltransferase (AID 1376). Bifunctional protein GlmU (Mycobacterium tuberculosis (strain ATCC 25618 / H37Rv)). M. tuberculosis GlmU acetyltransferase enzyme assay; higher % means a stronger effect. one-dose inhibition, %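 (tested at 30 µM in the primary screen)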; IC50 in µM for titrated hits. 220,000 tested, 0.25% active; in the data active = inhibition above about 13%; inconclusive = no clear call, values can overlap the other calls;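 also: 0% = complete reaction with vehicle and 100% = reaction without substrate; strong numbers were not always called active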
RmlCD inh 1536: M. tuberculosis RmlC/RmlD coupled enzyme inhibitors, primary screen, biochemical, compound mixtures, 384-well, from 1536-well plates | dTDP-4-dehydrorhamnose reductase (Mycobacterium tuberculosis (strain ATCC 25618 / H37Rv)) … | RmlC+RmlD coupled enzyme assay, percent inhibition; primary screen in compound mixtures | inhibition, % at 3.6 µM | 160,000 tested, 0.03% active; in the data active = inhibition mostly above about 34%, no sharp cut-off; inconclusive = no clear call, values can overlap the other calls; inactive = mostly below about 22%; also: some results filed as inactive read as strong as hits
Target sequence (P9WH09 whole entry, looked up): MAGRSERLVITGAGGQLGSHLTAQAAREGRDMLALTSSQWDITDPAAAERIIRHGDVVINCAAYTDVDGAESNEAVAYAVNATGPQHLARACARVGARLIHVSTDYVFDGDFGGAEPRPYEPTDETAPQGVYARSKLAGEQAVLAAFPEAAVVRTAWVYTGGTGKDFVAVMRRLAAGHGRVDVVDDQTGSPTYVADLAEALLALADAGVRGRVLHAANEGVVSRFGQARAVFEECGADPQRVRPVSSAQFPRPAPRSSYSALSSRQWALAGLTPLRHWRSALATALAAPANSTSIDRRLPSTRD
Target sequence (P9WH11 whole entry, looked up): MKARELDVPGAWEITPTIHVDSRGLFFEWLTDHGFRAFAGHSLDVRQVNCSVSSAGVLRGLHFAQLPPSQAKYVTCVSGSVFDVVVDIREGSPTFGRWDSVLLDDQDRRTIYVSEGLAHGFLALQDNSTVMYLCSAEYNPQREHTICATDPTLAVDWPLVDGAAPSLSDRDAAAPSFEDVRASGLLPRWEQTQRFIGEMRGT
Starred values were filed as active, the others as inactive; ? = inconclusive; · = no result given. Only part of the results is shown; rates above refer to the full screens.

SMILES	M. tuberculosis GlmU	RmlCD inh 1536
COc1ccc(C2C(C#N)=C(N)N(c3cccnc3)C3=C2C(=O)CC(C)(C)C3)cc1OC (stereo unspecified)	-6.9%	·
Cn1cc(S(=O)(=O)Nc2ccc3c(c2)OCCO3)cn1	-1.0%	·
FC(F)(F)c1cc(CCN2C(=S)NC[C@@H]2c2ccccc2)cc(C(F)(F)F)c1	3.0%	-7.2
CCN(CC)C(C)C(=O)Nc1c2c(cc3c1CCC3)CCC2 (stereo unspecified)	-3.8%	16.5
CC(=O)N1CCC2(CC1)CC(=O)c1cc(OCC(=O)NCc3ccc(C)cc3)ccc1O2	5.7%	14.1
Cc1cc(NCCN2CCCCC2)n2c(nc3ccccc32)c1C#N	0.3%	15.3
COc1ccc2oc(C)c(C(=O)c3ccc([N+](=O)[O-])cc3)c2c1	-3.5%	-5.4
CCCOc1ccc(-c2nnn(CC(=O)c3c[nH]c4ccccc34)n2)cc1	3.2%	11.7
Cc1cc(C)nc(/N=C(/NC(=O)Nc2ccc(Cl)c(Cl)c2)Nc2ccccc2)n1	0.1%	-1.8
CCn1cnc2sc(C(=O)N(Cc3ccc(N(C)C)cc3)Cc3ccco3)c(C)c2c1=O	2.6%	·
Cn1c(=O)c2c(-c3ccccc3)n(-c3ccccc3O)cc2n(C)c1=O	4.5%	7.0
O=C(CCN1C(=O)C2C3C=CC(C3)C2C1=O)Nc1ccc2c(c1)OCO2 (stereo unspecified)	1.5%	1.9
O=C(Nc1ccc(OCc2ccccc2)cc1)c1cccc([N+](=O)[O-])c1	-0.3%	5.7
Cc1c(N(C)C(=O)c2ccc3c(c2)OCO3)c(=O)n(-c2ccccc2)n1C	0.6%	·
Nc1cccc(-c2cn3cccnc3n2)c1	9.2%	-12.5
CC(C)CC(NC(=O)C(NC(=O)OC(C)(C)C)C(C)C)C(N)=O (stereo unspecified)	1.2%	29.1
CCOC(=O)c1cc(NC(=O)CSCCO)ccc1Cl	-6.1%	·
COc1cccc(N=c2oc3ccc(OC)cc3cc2-c2nc3ccccc3[nH]2)c1	-6.2%	10.9
O=C(C1CC1)N(CCN(C(=O)C1CC1)c1ccccc1)c1ccccc1	-8.2%	-15.5
CC(C)COc1ccc(C(=O)Nc2sc3c(c2C(=O)O)CC(C)(C)OC3)cc1	4.9%	-2.3
COc1cccc(/C=N/Nc2cc(Cl)nc(C)n2)c1O	-3.8%	3.7
OCC(O)/C=N/Nc1nc(N2CCCCC2)nc(N2CCCCC2)n1 (stereo unspecified)	-0.3%	-8.4
Cc1ccc(NC(=O)c2c(-c3c(F)cccc3Cl)noc2C)cc1F	6.8%	6.6
O=c1c2sccc2n(Cc2cc(=O)n3ccccc3n2)c(=O)n1-c1ccccc1	-2.1%	-0.4
Cn1c(=O)c2c(nc(CN3CCN(Cc4ccccc4)CC3)n2Cc2ccc(Cl)cc2)n(C)c1=O	3.2%	-8.6
COc1ccc(NC(=O)CC2Sc3ncnn3C2=O)cc1 (stereo unspecified)	3.8%	·
COc1ccc(/C=C/C(=O)NCc2ccccn2)cc1OC	-3.9%	1.1
O=[N+]([O-])c1ccc(Cl)cc1CNc1ccc(F)c(F)c1	2.7%	·
Cc1snc2sc(C(=O)c3ccc(F)cc3)c(N)c12	2.7%	·
CCN(C(=O)COC(=O)c1cc(=O)[nH]c2ccccc12)C1CCS(=O)(=O)C1 (stereo unspecified)	2.6%	?
Cc1ccc(C)c(-n2c(C)cc(/C=N/NC(=O)c3c(C)nc4cc(C)ccn34)c2C)c1	1.8%	·
COc1ccc(Cl)cc1NS(=O)(=O)c1ccc(S(=O)(=O)N2CCCC2)cc1	-2.5%	2.1
CC1=CC(C)(C)N2C(=O)C(=O)c3cc(OC(=O)c4ccco4)cc1c32	5.9%	·
CCOc1cc(CNCC(C)C)cc(Cl)c1OCc1ccccc1	-2.2%	-2.5
CCOC(=O)C1CCN(Cc2nc3ccc(Cl)cc3n2CCO)CC1	0.9%	5.8
NC(=O)CSC1=Nc2ccccc2C2=NC(CC(=O)NCc3cccs3)C(=O)N12 (stereo unspecified)	-2.8%	13.4
COC(=O)c1ccc(Sc2ccc(C)cc2)c(N)c1	0.6%	-12.4
Cc1cc(N2CCN(S(=O)(=O)Cc3ccccc3)CC2)n2ncnc2n1	5.9%	-8.2
CCc1nnc(NC(=O)[C@@H](NC(=O)c2ccc(OC)cc2)C(C)C)s1	-2.2%	-8.0
C/C(=N/NC(=O)CNC(=O)c1ccncc1)c1ccc(Cl)cc1	5.3%	7.9
COc1cc(/C=N/NC(=O)C(=O)NCC2CCCO2)cc(Cl)c1O (stereo unspecified)	2.2%	1.7
O=C(CC(c1ccccc1)c1ccccc1)NCC1CCCO1 (stereo unspecified)	0.2%	·
COc1ccc(CCC(=O)OCC(=O)Nc2ccc(C)c(S(=O)(=O)N(C)C)c2)cc1	-4.9%	-9.4
Cc1cc([N+](=O)[O-])ccc1NCc1ccccc1[N+](=O)[O-]	-3.0%	5.4
COc1ccccc1-n1nnnc1SCC(=O)Nc1cc(C)on1	-4.9%	1.6
COCCCC1CCN(Cc2cn[nH]c2-c2cc(OC)c(OC)c(OC)c2)CC1	0.4%	·
COC(=O)c1cc2c(-c3ccccc3)c(C)c3ccccn3c-2c1C(=O)OC	-7.9%	-5.0
Cn1cccc1Cc1nnc(SCC(=O)Nc2nc3ccccc3s2)n1CCc1ccccc1	1.2%	-0.1
Clc1cccc(Cl)c1Cn1cnc(=NCc2ccco2)c2[nH]cnc21	4.5%	·
CCn1ccnc1CN1CCN(CC(C)C)C(CCO)C1 (stereo unspecified)	-1.2%	·
Cc1ccc(S(=O)(=O)NC(CC(C)C)C(=O)NCc2ccco2)cc1 (stereo unspecified)	0.0%	·
C/C(=N\NC(=O)c1cc2c(s1)CCC(C)C2)c1cccnc1 (stereo unspecified)	-0.2%	·
CNC1(C(N)=O)CCNCC1	1.1%	-7.0
COc1ccc(CCNC(=O)c2n[nH]c(=O)c3ccccc23)cc1	3.7%	·
CC(=O)Oc1ccc(C(=O)OCC(=O)c2c(N)n(C)c(=O)n(C)c2=O)cc1OC(C)=O	-2.1%	·
O=C(NCc1cccs1)c1ccc2c(c1)ncn2C1CCCC1	0.5%	-7.3
C=CCn1c(SCC(=O)Nc2cccnc2Cl)nnc1-c1ccc(Cl)cc1	-2.0%	·
CC(=O)Nc1ccc(C(=O)OCC(=O)NC(=O)NC(C)(C)C)cc1	-0.4%	·
O=C(CN1C(=O)C2CCCCN2C(=O)c2ccccc21)Nc1ccc(F)cc1 (stereo unspecified)	-0.1%	-7.1
CN(CC(=O)N1CCN(c2ccccn2)CC1)S(=O)(=O)c1ccccc1	4.9%	-12.6
New compounds follow.
SMILES	M. tuberculosis GlmU	RmlCD inh 1536
Cc1ccc(/C=C/S(=O)(=O)NCC(=O)OCC(=O)N2CC(=O)Nc3ccccc32)cc1	2.8%	8.5
CN(C)NC(=O)c1ccsc1NC(=O)c1ccc(S(=O)(=O)N(C)C)cc1	-7.8%	·
COc1ccc(OC)c2[nH]c(=O)c(CCNC(=O)c3ccc(S(=O)(=O)N4CCCCC4)cc3)cc12	·	4.3
O=C1CC(C(=O)N2CCC(N3CCC(C(=O)NC4CC4)CC3)CC2)c2ccccc21 (stereo unspecified)	2.2%	-0.1
c1ccc(-n2nnnc2-n2nnc3ccccc32)cc1	1.4%	·
CCOc1ccccc1NC(=O)N1CCC2(CC1)OCCO2	2.3%	-8.1
CC(C)(C)C(=O)/C(C#N)=C/c1cccs1	-4.9%	5.7
Cc1cc2c(=O)oc(-c3ccc(F)cc3)nc2s1	8.2%	-6.1
CC(C)Cn1cc(C(=O)NCc2cccs2)c2c3ccccc3n(C)c2c1=O	-3.7%	4.4
Cc1ccc2c(c1)NC(=O)C(CC(=O)NCc1ccc(F)cc1)O2 (stereo unspecified)	3.8%	-0.1
COc1ccc(S(=O)(=O)N2CCc3ccccc32)cc1C(=O)OCc1c(C)noc1C	5.5%	·
COc1ccc(OC)c(C(=O)NC(CC(N)=O)c2ccc(N3CCC(N4CCCC4)CC3)c([N+](=O)[O-])c2)c1 (stereo unspecified)	0.1%	-11.5
COc1ccc(/C=N/NC(=O)c2ccc(C)cc2)cc1CN1CCN(c2ccc(F)cc2)CC1	-3.4%	·
CNC(=O)C1C(=S)NC(N)=C(C#N)C1c1ccccc1 (stereo unspecified)	1.5%	5.8
COC(=O)CNC(c1ccccc1)c1cc(C)ccc1NS(=O)(=O)c1ccc(C)cc1 (stereo unspecified)	-2.1%	7.6
Cc1cc(C(=O)C[N+]2(C)CCOCC2)c(C)n1-c1ccc(Br)cc1	-7.1%	21.1
Cc1nnc(NC(=O)CSc2nc(CC(C)C)nc3c2c(=O)n(C)c(=O)n3C)s1	-4.5%	5.8
COc1ccc(C)cc1N1C(=N)/C(=C2/Nc3ccccc3S2)C(c2ccccc2)C1=O (stereo unspecified)	8.3%	·
Cc1ccccc1N1C(=O)CC(Nc2ccc3c(c2)OCO3)C1=O (stereo unspecified)	3.0%	-15.6
COc1ccc(N2CCN(C(=O)CSc3nnc4c(C)cc5c(C)cc(C)cc5n34)CC2)cc1	-1.3%	6.9
N#CNC(=Nc1cccc(C(F)(F)F)c1)SCc1ccc(C(=O)O)cc1	-1.3%	-5.6
Cc1cc(O)c(C(C)C)cc1NC(=O)c1ccc(Cl)cc1	0.8%	·
COC(=O)c1ccc(COc2ccccc2/C=C(\C#N)C(=O)Nc2c(C)cccc2C)cc1	8.4%	·
Cc1ccc(C)c(NC(=S)NC(NC(=O)Cc2cccc3ccccc23)C(Cl)(Cl)Cl)c1 (stereo unspecified)	3.3%	-0.7
CC1=NN(C(=O)c2ccc(Cn3cc(Br)c([N+](=O)[O-])n3)o2)C(O)(C(F)(F)F)C1 (stereo unspecified)	-2.1%	3.2
CCCC/C(C)=N\NC(=O)CNS(=O)(=O)c1ccc([N+](=O)[O-])cc1	-3.1%	·
Nc1cccc(S(=O)(=O)Nc2ccc(Br)cc2)c1	2.8%	9.6
CSc1nc2n(n1)C(c1cc(Br)ccc1F)C(C(=O)N(C)C)=C(C)N2 (stereo unspecified)	2.8%	13.0
O=C(NCCc1ccccc1)c1ccnc(/C=N/O)c1	2.9%	·
O=C(CSc1nc2ccccc2n1Cc1ccc(Cl)cc1)N/N=C/c1ccccc1C(=O)O	-0.1%	-0.2
CN1CCN(C2OC(=O)c3ccccc32)CC1 (stereo unspecified)	-2.1%	32.4
O=C(CSC1=Nc2ccccc2C2=NC(CC(=O)NC3CCCCC3)C(=O)N12)NCc1ccco1 (stereo unspecified)	-3.5%	·
Cc1cc(C)n(Cc2cccc(F)c2)c(=O)c1C#N	4.6%	-7.1
CCCCOC(=O)Cn1c(=O)n(CC(=O)OCCCC)c2cc(C)ccc21	-2.9%	6.4
COc1ccc(N2C(=O)CCC(C(=O)Nc3ccccn3)C2c2ccc(OC)c(OC)c2)cc1 (stereo unspecified)	-5.2%	-5.0
COc1ccc(-c2nc3c(=O)n(C)c(=O)[nH]c3n2CCc2ccccc2)cc1	-4.8%	-0.5
Cn1c(CCNC(=O)c2cccs2)nnc1SCC(=O)N1CCN(c2ccccc2)CC1	1.5%	·
CCc1cccc2c(=O)c(C(=O)N3CCOCC3)c[nH]c12	-2.1%	-22.0
CCCn1c(=S)[nH]c2cc(OC)c(OC)cc2c1=O	3.6%	-7.6
Cc1ccc(-c2nnn(CC(=O)N(CC3CCCO3)C(C(=O)NC3CCCC3)c3ccc(F)cc3)n2)o1 (stereo unspecified)	0.3%	0.5
Cc1ccccc1-n1c(Cc2cccs2)n[nH]c1=S	1.1%	·
CC(Cc1ccccc1)N/C=C1/CC(=O)NC1=O (stereo unspecified)	3.4%	-6.0
Cc1c(Cl)cccc1NC(=S)NCc1ccccc1Cl	9.1%	-11.3
COC(=O)c1ccc(-c2ccc(/C=N/NC(=O)CC3(C)OCCCO3)o2)cc1	-2.6%	-3.0

Of the compounds above, these contain a thiophene ring, fused or not:
SMILES	M. tuberculosis GlmU	RmlCD inh 1536
CCn1cnc2sc(C(=O)N(Cc3ccc(N(C)C)cc3)Cc3ccco3)c(C)c2c1=O	2.6%	·
CC(C)COc1ccc(C(=O)Nc2sc3c(c2C(=O)O)CC(C)(C)OC3)cc1	4.9%	-2.3
O=c1c2sccc2n(Cc2cc(=O)n3ccccc3n2)c(=O)n1-c1ccccc1	-2.1%	-0.4
Cc1snc2sc(C(=O)c3ccc(F)cc3)c(N)c12	2.7%	·
NC(=O)CSC1=Nc2ccccc2C2=NC(CC(=O)NCc3cccs3)C(=O)N12 (stereo unspecified)	-2.8%	13.4
C/C(=N\NC(=O)c1cc2c(s1)CCC(C)C2)c1cccnc1 (stereo unspecified)	-0.2%	·
O=C(NCc1cccs1)c1ccc2c(c1)ncn2C1CCCC1	0.5%	-7.3
CN(C)NC(=O)c1ccsc1NC(=O)c1ccc(S(=O)(=O)N(C)C)cc1	-7.8%	·
CC(C)(C)C(=O)/C(C#N)=C/c1cccs1	-4.9%	5.7
Cc1cc2c(=O)oc(-c3ccc(F)cc3)nc2s1	8.2%	-6.1
CC(C)Cn1cc(C(=O)NCc2cccs2)c2c3ccccc3n(C)c2c1=O	-3.7%	4.4
Cn1c(CCNC(=O)c2cccs2)nnc1SCC(=O)N1CCN(c2ccccc2)CC1	1.5%	·
Cc1ccccc1-n1c(Cc2cccs2)n[nH]c1=S	1.1%	·
